Pf gametocyte: kills late stage P. falciparum gametocytes | inhibition, % at 10.9 µM | AID 743093 | hit rate 0.065% among 150,000 | P. falciparum stage V gametocytes, ATP luminescence, 24 h;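 active = inhibition above the mean plus 3 SD of compounds within the control limits, set per campaign, cut at about 38% in these data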;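 also: 0% = DMSO wells and 100% = medium only without gametocytes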
Rab2A wt mod: changes GTP binding to wildtype dog Rab2A, up or down. P61105. GTP binding activity, % at 10 µM. hit rate 0.19% among 190,000. GST-Rab2 wt beads, Bodipy-GTP binding, flow cytometry;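 active = GTP binding activity at least 20 points away from 100%, either lowered or raised; inconclusive = signal likely due to the compound's own green fluorescence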;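 also: 0% = beads with excess unlabeled GTP and 100% = no-compound control corrected for plate trend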
HRas wt GTP bind: changes GTP binding to wildtype human HRas | GST-Ras wt beads, Bodipy-FL-GTP binding, flow cytometry; actives lie on both sides | hit rate 0.14% among 190,000 | AID 759 | GTP binding activity, % at 10 µM;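 active = GTP binding activity at least 20% away from the 100% baseline, either lowered as inhibitor or raised as activator; inconclusive = flagged as likely green fluorescent, judged across all proteins in the well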;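 also: 0% = unlabeled GTP competition control and 100% = no-compound control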
Rac1 act GTP bind: modulators of GTP binding to human Rac1 activated mutant; P63000; GST-Rac1 activated beads, fluorescent GTP binding, flow cytometry; actives lie on both sides; 100% means binding = to untreated wells; percent activity (GTP binding), % at 10 µM; hit rate 0.11% among 190,000;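 active = GTP binding at least 20 percentage points away from the 100% baseline, in either direction, so actives lie on both sides; inconclusive = Compound likely fluorescent itself, or too few beads counted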
Rac1 wt modul: modulators of human Rac1 wildtype GTP binding | AID 757 | P63000 | hit rate 0.27% among 190,000 | GST-Rac1 beads, fluorescent GTP binding, flow cytometry; actives lie on both sides; 0 = cold GTP competed, 100 = untreated | GTP binding activity (% of control), % at 10 µM;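 active = GTP binding activity at least 20 points away from the 100% control level, either lower or higher; inconclusive = compound flagged as likely green fluorescent, judged across all proteins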
ABCG2 inh: inhibitors of human ABCG2 transporter, ABCB1 counter-screen | Q9UNQ0 | AID 1325 | hit rate 0.1% among 190,000 | IgMXP3 cells, JC-1 efflux, flow cytometry | inhibition, % at 6.6 µM;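 active = inhibition above 80%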;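 also: 0% = DMSO and 100% = nicardipine control wells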
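Test system: IgMXP3 (ABCG2) plus far-red-tagged CCRF-Adr (ABCB1) cells. Reagent: JC-1 dye as substrate. Timing: 10 min exposure at 25 °C with rotation, no wash. Measured by: flow cytometric JC-1 green MFI at 530 nm. Read-out: percent efflux inhibition, scaled nicardipine 100% to DMSO 0%. Control set: nicardipine and DMSO wells.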
GSH fluor: GSH bead compound fluorescence profile; GSH beads flow cytometry, compound fluorescence 488/530 nm; stronger effect = higher value; hit rate 0.25% among 190,000; AID 1776; fluorescence (KMESF) at 10 µM; in the data active = fluorescence above about 89;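 also: glutathione beads carrying GST-tagged Bcl family fusion proteins plus one bare bead set; values are compound well signal with DMSO vehicle wells as background; inactives centre near 16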
ABCB1 block: blocks JC-1 efflux by human ABCB1 transporter; P08183; CCRF-Adr cells, flow cytometry; inhibition, % at 6.6 µM; hit rate 0.067% among 190,000; AID 1326; in the data active = inhibition above about 40%;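 also: 0% = vehicle and 100% = reference inhibitor; higher value means more JC-1 retained so stronger ABCB1 efflux block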
Target sequence (P08183 whole entry, looked up): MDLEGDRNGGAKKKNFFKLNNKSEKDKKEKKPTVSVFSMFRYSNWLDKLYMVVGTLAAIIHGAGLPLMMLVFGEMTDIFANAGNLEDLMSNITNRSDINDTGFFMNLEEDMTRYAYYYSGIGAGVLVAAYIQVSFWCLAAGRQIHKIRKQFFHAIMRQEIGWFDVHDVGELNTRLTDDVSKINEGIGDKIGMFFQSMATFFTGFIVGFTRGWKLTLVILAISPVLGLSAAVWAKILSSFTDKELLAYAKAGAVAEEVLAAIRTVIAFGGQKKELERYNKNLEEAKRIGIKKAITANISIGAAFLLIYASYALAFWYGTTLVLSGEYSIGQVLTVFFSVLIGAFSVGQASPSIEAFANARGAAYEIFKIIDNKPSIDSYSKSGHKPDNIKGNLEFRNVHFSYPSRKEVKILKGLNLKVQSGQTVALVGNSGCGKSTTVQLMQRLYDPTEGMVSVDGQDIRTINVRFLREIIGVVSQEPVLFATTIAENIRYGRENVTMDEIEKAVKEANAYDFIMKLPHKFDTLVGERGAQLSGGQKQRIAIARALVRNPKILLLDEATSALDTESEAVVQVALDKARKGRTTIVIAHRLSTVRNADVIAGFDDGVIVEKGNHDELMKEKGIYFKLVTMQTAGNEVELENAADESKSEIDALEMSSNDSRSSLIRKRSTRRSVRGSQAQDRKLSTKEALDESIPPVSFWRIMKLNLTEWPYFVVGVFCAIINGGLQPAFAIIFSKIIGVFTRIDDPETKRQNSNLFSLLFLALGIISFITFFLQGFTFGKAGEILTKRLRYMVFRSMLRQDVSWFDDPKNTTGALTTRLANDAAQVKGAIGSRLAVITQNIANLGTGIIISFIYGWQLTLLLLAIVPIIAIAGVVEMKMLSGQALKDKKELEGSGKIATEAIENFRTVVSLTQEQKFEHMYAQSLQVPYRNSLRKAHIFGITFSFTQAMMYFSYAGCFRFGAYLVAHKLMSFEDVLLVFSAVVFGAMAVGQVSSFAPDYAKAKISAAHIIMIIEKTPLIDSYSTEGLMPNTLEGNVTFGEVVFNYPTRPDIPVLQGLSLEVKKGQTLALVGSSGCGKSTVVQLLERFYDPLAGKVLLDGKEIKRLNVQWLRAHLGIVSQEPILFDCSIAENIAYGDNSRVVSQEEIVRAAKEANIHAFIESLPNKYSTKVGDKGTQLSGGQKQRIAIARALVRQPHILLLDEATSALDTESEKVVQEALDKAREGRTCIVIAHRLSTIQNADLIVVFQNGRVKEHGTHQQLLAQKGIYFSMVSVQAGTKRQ
Rab7 wt modul: dog Rab7 wildtype GTP binding, inhibitors and activators; GTP binding activity (percent of control), % at 10 µM; hit rate 0.055% among 190,000; GST-Rab7 beads, fluorescent GTP binding, flow cytometry; actives lie on both sides; untreated = 100%, excess cold GTP = 0%;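 active = fluorescent GTP binding to Rab7 beads changed by at least 20 points from the 100% baseline, either direction, mostly lower; inconclusive = compound itself probably fluorescent, or too few beads counted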;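 also: median green fluorescence of bound Bodipy-FL-GTP per Rab7 bead population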
Avidin bead fluor: avidin bead compound fluorescence profile; Avidin beads, compound fluorescence 488/530 nm, flow cytometry; stronger effect = higher value; fluorescence (KMESF) at 10 µM; hit rate 0.38% among 220,000; AID 1775; in the data active = fluorescence above about 47; also: inactives centre near 10
Cdc42 wt: human Cdc42 wildtype GTP binding change, either direction; P60953; GST-Cdc42 beads, Bodipy-GTP binding, flow cytometry; actives lie on both sides; percent activity (GTP binding), % at 10 µM; hit rate 0.2% among 190,000; AID 761;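 active = percent activity GTP binding at least 20 points away from the 100% baseline, either down as inhibitor or up as activator; inconclusive = compound flagged as likely green fluorescent from well-wide comparison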;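 also: median bead fluorescence of bound Bodipy-FL-GTP at 100 nM; 0% = excess unlabeled GTP control and 100% = no compound control; below 100% means less GTP binding so inhibitor and above means activator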
Starred values were filed as active, the others as inactive; ? = inconclusive; . = not tested or not shown.

Every second line gives: Rac1 wt modul, ABCG2 inh, Pf gametocyte, Rab2A wt mod, GSH fluor, Rac1 act GTP bind, Cdc42 wt, Avidin bead fluor, Rab7 wt modul, ABCB1 block, HRas wt GTP bind
- COc1ccc(N=C2SC(CC(=O)Nc3ccccc3OC)C(=O)N2Cc2ccco2)cc1 (stereo not given)
  102.0, 0.8, -23.7, 98.0, 3, 100.0, 98.0, 13, 95.0, 1.2, 99.0
- CC(C)CCn1cnc2c(cnn2-c2ccc(F)cc2)c1=O
  98.0, 6.1, ., 100.0, 10, 92.0, 99.0, 22, 102.0, 0.8, 101.0
- COc1ccc(S(=O)(=O)NCC2CCCN(C(=O)c3cccnc3C)C2)cc1 (stereo not given)
  101.0, 0.7, 8.8, 101.0, 22, 97.0, 97.0, 6, 102.0, 0.1, 99.0
- CCOC(=O)C(NCc1ccccc1OC)(NC(C)=O)C(F)(F)F (stereo not given)
  108.0, 0.3, ., 102.0, 5, 102.0, 105.0, 7, 99.0, 0.2, 103.0
- CCN(CC(=O)NCc1cccs1)c1nnnn1-c1ccccc1
  99.0, 0.1, ., 99.0, 38, 97.0, 102.0, 6, 99.0, 0.1, 101.0
- O=C(Nc1ccc(OCC(=O)N2CCC(Cc3ccccc3)CC2)cc1)c1ccco1
  103.0, 29.4, 10.4, 100.0, 13, 100.0, 101.0, 6, 99.0, -0.2, 97.0
- CCCCN(CC)Cc1ccc(CNC(=O)Nc2ccccc2)o1
  101.0, 15.9, ., 99.0, 37, 97.0, 98.0, 14, 103.0, 1.3, 98.0
- COC(=O)c1ccc(CSc2nnc(CNC(=O)c3ccccc3F)o2)o1
  105.0, 0.8, ., 102.0, 13, 102.0, 107.0, 46, 102.0, 0.3, 103.0
- C(=C1/CCCC2=C1Nc1ncnn1C2c1ccccc1)/c1ccccc1 (stereo not given)
  87.0, 2.2, ., 90.0, 13, 81.0, 84.0, 32, 93.0, 0.3, 92.0
- COC(=O)c1ccc(CSc2nnc(Nc3ccc(C)cc3)s2)o1
  ?, 10.4, ., ?, 32, ?, ?, 6, ?, 1.5, ?
- O=C1C2ON(c3ccccc3)C(c3ccncc3)C2C(=O)N1c1ccc(N2CCOCC2)cc1 (stereo not given)
  101.0, 0.4, ., 101.0, 24, 97.0, 101.0, 7, 96.0, 0.4, 100.0
- Cc1ccc(NC(=O)Nc2nnc(-c3ccncc3)s2)cc1C
  95.0, 3.6, 24.4, 99.0, 11, 95.0, 94.0, 11, 104.0, -0.4, 94.0
- NS(=O)(=O)c1ccc(N2CCCCCC2)c([N+](=O)[O-])c1
  95.0, 1.4, -5.8, 95.0, 11, 94.0, 94.0, 11, 92.0, 0.5, 94.0
- CSc1nsc(/C=C/Nc2ccc(O)cc2C)c1C#N
  98.0, 0.3, -8.5, 95.0, 16, 96.0, 94.0, 28, 100.0, 1.4, 97.0
- COc1ccc(N(CC(=O)Nc2cccc(C)c2)S(=O)(=O)c2c(C)n[nH]c2C)cc1
  94.0, 7.5, -3.5, 94.0, 35, 94.0, 96.0, 11, 94.0, 0.8, 96.0
- CN1CCN(c2ccccc2NC(=O)c2sc3ccccc3c2Cl)CC1
  100.0, 10.9, -4.4, 103.0, 16, 99.0, 101.0, 9, 104.0, 11.0, 103.0
- CCN1C(=O)C(CC(=O)Nc2ccc(OC)cc2)N(CCc2ccc(F)cc2)C1=S (stereo not given)
  94.0, 14.5, -11.0, 95.0, 18, 96.0, 96.0, 9, 96.0, 2.1, 97.0
- CC(=O)c1cccc(NC(=O)C2C3C=CC(C3)C2C(=O)O)c1 (stereo not given)
  101.0, 1.8, ., 96.0, 14, 96.0, 97.0, 12, 102.0, 0.9, 99.0
- Cc1ccc(C(=O)c2cc3ccccc3o2)cc1
  97.0, 1.5, ., 95.0, 13, 94.0, 99.0, 33, 96.0, 0.2, 100.0
- Cc1ccc2oc(=O)cc(CN3CCOCC3)c2c1
  101.0, 1.2, -7.1, 101.0, 29, 98.0, 103.0, 13, 97.0, 0.4, 102.0
- O=C(CN(C(=O)CSc1nnc(COc2ccccc2)o1)c1ccc(F)cc1)NC1CCCC1
  101.0, 30.7, ., 105.0, 13, 99.0, 102.0, 19, 103.0, 0.8, 102.0
- CCOc1ccc(N(CC(=O)NCCc2ccc(Cl)cc2)S(=O)(=O)c2c(C)[nH]c(=O)[nH]c2=O)cc1
  84.0, 2.3, 3.9, 86.0, 7, 85.0, 84.0, 16, 93.0, -0.3, 86.0
- O=C(c1ccco1)N1CCCN(Cc2nc(-c3ccc4c(c3)OCO4)no2)CC1
  98.0, 2.2, 6.8, 97.0, 9, 96.0, 97.0, 2, 94.0, 1.2, 96.0
- COc1ccc(CCN(Cc2ccccn2)C(=S)Nc2ccccc2C)cc1OC
  99.0, 9.4, -9.2, 97.0, 15, 99.0, 98.0, 9, 93.0, 4.1, 97.0
- COC(=O)CCC(=O)c1oc2ccccc2c1N
  99.0, 2.4, 1.8, 99.0, 38, 98.0, 100.0, 12, 100.0, 0.1, 99.0
- COCCNC(=O)CCc1c(C)nc2c(-c3ccc(F)cc3)c(C)nn2c1C
  106.0, 4.5, ., 98.0, 13, 98.0, 102.0, 8, 99.0, 0.2, 99.0
- Cc1ccn2c(CN3CCOCC3)c(-c3ccccc3)nc2c1
  107.0, 0.9, 13.4, 104.0, 30, 100.0, 103.0, 6, 102.0, -1.8, 103.0
- Cc1ccccc1-c1nc(CS(=O)CC(=O)NCCN2CCOCC2)c(C)o1 (stereo not given)
  103.0, 0.8, ., 102.0, 17, 102.0, 104.0, 7, 101.0, 0.4, 104.0
- O=[N+]([O-])c1ccc(Sc2n[nH]c(-c3ccco3)n2)nc1
  96.0, 4.6, 2.2, 98.0, 25, 96.0, 98.0, 17, 95.0, 0.6, 97.0
- CCOc1ccc(-c2c[n+]3c(n2-c2ccccc2)CCCCC3)cc1
  103.0, 7.2, -13.5, 104.0, 9, 100.0, 102.0, 6, 99.0, 0.6, 101.0
- Cc1nn(-c2ccccc2)c(N)c1Sc1ccccc1[N+](=O)[O-]
  103.0, 0.2, -0.5, 100.0, 15, 100.0, 102.0, 16, 98.0, 0.8, 100.0
- CN(C)c1cccc(C(=O)NCc2ccccc2)c1
  101.0, 9.6, 15.7, 99.0, 13, 96.0, 96.0, 12, 104.0, 1.2, 100.0
- O=S(=O)(Nc1ccc2cn[nH]c2c1)c1ccccc1
  100.0, 4.3, -5.6, 91.0, 15, 94.0, 90.0, 12, 92.0, 0.3, 92.0
- CC(C)c1cc(C(=O)N/N=C/c2cccnc2)n[nH]1
  105.0, 8.6, -18.9, 100.0, 16, 102.0, 102.0, 16, 100.0, 0.5, 103.0
- Cc1ccc(OCCCCNC2CCCC(C)C2C)c(C)c1 (stereo not given)
  90.0, -2.9, -5.3, 95.0, 18, 97.0, 101.0, 11, 100.0, 0.4, 97.0
- O=C(/C=C/c1ccccc1[N+](=O)[O-])NCCc1ccc(F)cc1
  95.0, 0.7, -2.5, 96.0, 16, 93.0, 93.0, 9, 102.0, -0.2, 92.0
- CC(=O)N1CCN(c2ccc(Oc3ncnc4sccc34)cc2)CC1
  106.0, 2.4, ., 101.0, 41, 100.0, 102.0, 5, 102.0, 0.7, 101.0
- Cc1ccc(C(=O)NCC(=O)NCC(=O)OCC(=O)c2ccc(Br)cc2)cc1
  104.0, 0.1, 3.6, 101.0, 5, 99.0, 100.0, 12, 104.0, 0.0, 100.0
- CC1CN(Cc2cc(=O)[nH]c(C(C)C)n2)CC(C)O1 (stereo not given)
  104.0, 0.3, ., 104.0, 54, 100.0, 106.0, 5, 103.0, 0.6, 102.0
- CC1=NCCN1S(=O)(=O)c1cc(Cl)ccc1Cl
  103.0, 0.6, ., 99.0, 24, 98.0, 100.0, 32, 98.0, 0.4, 99.0
- CCOCc1cnc(C)nc1NCC(=O)c1c(C)[nH]c2ccc(OC)cc12
  101.0, 2.1, ., 99.0, 10, 99.0, 102.0, 12, 98.0, 0.6, 102.0
- CC(=O)c1cccc(NC(=S)NNC(=O)c2ccco2)c1
  ?, -1.1, 17.4, ?, 16, ?, ?, 9, ?, -0.8, ?
- O=C(NCc1ccncc1)C(=O)NCC(c1ccco1)N1CCN(c2ccc(F)cc2)CC1 (stereo not given)
  ?, 5.9, ., ?, 5, ?, ?, 12, ?, 0.8, ?
- CC(C)(C)C(=O)N1CCN(c2ccc([N+](=O)[O-])c(NCC3CCCO3)c2)CC1 (stereo not given)
  104.0, 7.5, ., 106.0, 20, 101.0, 106.0, 10, 98.0, 1.9, 106.0
- CCOC(=O)CC(=O)CSc1ncnc2c1cnn2-c1ccccc1
  102.0, 0.3, ., 100.0, 27, 97.0, 102.0, 5, 102.0, -0.1, 101.0
- NC(CSCc1ccccc1Cl)C(=O)O (stereo not given)
  ?, -0.3, -0.3, ?, 8, ?, ?, 24, ?, -0.5, ?
- N#CC1=C2Sc3ccccc3N2CCCC1=O
  104.0, 0.8, 22.0, 101.0, 53, 100.0, 100.0, 7, 100.0, 0.0, 100.0
- CCOc1ccc(OCC)c(S(=O)(=O)N2CCOCC2)c1
  96.0, 0.3, -10.3, 96.0, 11, 97.0, 98.0, 13, 98.0, -0.1, 96.0
- CCCn1c(-c2ccc[nH]c2=O)nc2ccccc21
  99.0, -1.0, 4.9, 97.0, 10, 96.0, 95.0, 2, 103.0, 0.2, 97.0

Source: PubChem (several laboratories)
